UDG counter: UDG inhibition counter-screen | FRET deamination/UDG coupled assay, UDG read, 4 h | Potency, µM (top dose mostly 115 µM), for the others: at the top dose activity change, negative = inhibition, actives largely listed as inhibitors | 91,000 compounds, 0.14% hits; further: nearly all actives have a fitted effect of over 65% in size
AID inhibitor: inhibitors of human activation induced cytidine deaminase; Potency, µM (titrated, usually from 115 µM), without a hit: top-dose activity change, negative = inhibition, most hits filed as inhibitors; 91,000 compounds, 0.32% hits; AID deamination FRET fluorescence, UDG-coupled, 4 h; Q9GZX7; AID 1347428; further: nearly all actives have a fitted effect of over 25% in size
Target sequence (Q9GZX7 whole entry, looked up): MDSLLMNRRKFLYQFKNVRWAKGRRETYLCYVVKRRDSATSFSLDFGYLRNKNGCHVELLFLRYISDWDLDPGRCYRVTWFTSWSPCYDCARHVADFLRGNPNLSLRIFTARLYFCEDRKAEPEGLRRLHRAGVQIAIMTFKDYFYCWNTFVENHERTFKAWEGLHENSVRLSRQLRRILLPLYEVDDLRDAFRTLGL
* marks the source's active call; other numbers are inactive results; ? = inconclusive; [ ] = another dose, or the depositor's remark. The call rests on the fitted dose curve; in most records, active means well fitted curve in the direction sought with a large enough effect; inconclusive means small, poorly fitted or top-dose-only effect, or another doubt; inactive means no such curve, though single readings can be large; an effect the other way counts as inactive or inconclusive. On the % scale 0 is the no-effect control and ±100 the full control effect; potency means the concentration at half of the fitted maximal effect.

Values run as follows: UDG counter, AID inhibitor
> Oc1ccc(/C=C/c2nc3ccccc3s2)cc1
 : -2%, -5%
> CC(C)CCN1CCN(c2nc3c(c(=O)[nH]c(=O)n3C)n2Cc2ccc(Cl)c(Cl)c2)CC1
 : -6%, -18%
> Cc1cccc(-c2nc(C)c(CCNC(=O)C(=O)Nc3ccc(C)c(C)c3)s2)c1
 : -3%, -2%
> CCc1ccccc1NC(=O)Cn1c(=O)n(Cc2ccc3c(c2)OCO3)c(=O)c2ccc(C(=O)NC3CCCCC3)cc21
 : 0%, -1%
> O=C(Cn1nc(C(=O)O)c2ccccc2c1=O)Nc1ccccc1
 : -2%, 1%
> COc1ccc2cc3cc(C(=O)NCCc4ccccc4)sc3nc2c1Cl
 : 45%[activator], 38%[activator]
> Cc1nnc(NCc2ccccc2)c2c1nnn2Cc1ccc(F)cc1
 : -7%, 3%
> Cc1ccc2nc(Cl)c3cc(C(=O)NC4CCC(C)CC4)sc3c2c1 (stereo not drawn)
 : -12%, -28%
> O=C(c1sc2cc(F)ccc2c1Cl)N1CCCCC1
 : 8%, 3%
> COc1ccc(CNC(=O)c2cc3ccccn3n2)c(OC)c1
 : ?, -14%
> C=CC[n+]1c(C)ccc2ccc(C)cc21
 : -8%, 1%
> Cc1cccc2c1ccn2CCC(=O)Nc1nnc(CC(C)C)s1
 : 13%, -1%
> COC1CCN(Cc2ccc(C)cc2)CC1
 : 0%, -3%
> C=CCOc1cccc(NC(=O)C(C)(C)C)c1
 : -3%, -4%
> O=C(CCCc1nc2ccccc2s1)N1CCCC1c1ccc(F)cc1 (stereo not drawn)
 : 2%, -16%
> CC(NC(C)C1CC2CCC1C2)C(=O)N(C)Cc1cccc(F)c1 (stereo not drawn)
 : 3%, 1%
> Cc1cc(C)cc(C(=O)NCC(c2ccc(N(C)C)cc2)N2CCCC2)c1 (stereo not drawn)
 : -24%, ?
> Cc1cccc(-c2cc(C(=O)NCCN3CCOCC3)c3ccccc3n2)c1
 : 4%, 7%
> Cc1c(-c2ccccc2)n(-c2ccc(Cl)cc2)c2nc3c(c(=O)n(C)c(=O)n3C)n12
 : 1%, 13%
> Cc1cccc2sc(N3CCN(C(=O)c4ccco4)CC3)nc12
 : -5%, -8%
> COCCNC(=O)/C(C#N)=C\c1ccc(C(F)(F)F)cc1
 : -4%, 7%
> Cc1c(C)c2ccc(OCC(=O)NCCc3ccc(S(N)(=O)=O)cc3)c(C)c2oc1=O
 : 1%, -5%
> CCOc1cc(-c2nc(-c3ccc(-c4ccc(OC)cc4)nc3OC)no2)cc(OCC)c1OCC
 : 3%, 42%[activator]
> Cc1cccc(C)c1NC(=O)Cc1c[nH]c2ccccc12
 : -3%, -4%
> Cc1ccc(Cl)cc1N1CCN(S(=O)(=O)c2ccc3c(c2)CCN3C(=O)C2CCC2)CC1
 : 3%, -4%
> CCOc1ccc(C2CC(=O)c3c([nH]c(C(=O)OCc4ccccc4)c3C)C2)cc1 (stereo not drawn)
 : -9%, ?
> Cc1cccc(NC(=S)NCCc2ccc(C(F)(F)F)cc2)c1
 : -1%, -2%
> CC(=O)NCCNC(=O)c1ccc2c(=O)n(CCc3ccccc3)c(=O)[nH]c2c1
 : -12%, 7%
> Cc1ccc(S(=O)(=O)N2CCc3cc(C(=O)Nc4c(F)cccc4F)ccc32)cc1
 : -5%, -22%
> CC(C)(C)c1ccc2c(c1)OCCOCCOCCOc1ccc(C(C)(C)C)cc1OCCOCCOCCO2
 : -2%, ?

Quoted at random: 2 entries already listed.
Values run as follows: UDG counter, AID inhibitor
> COCCNC(=O)/C(C#N)=C\c1ccc(C(F)(F)F)cc1
 : -4%, 7%
> CCOc1ccc(C2CC(=O)c3c([nH]c(C(=O)OCc4ccccc4)c3C)C2)cc1 (stereo not drawn)
 : -9%, ?

Sorted by value in AID inhibitor (smallest number first): some entries from above
canonical_smiles,AID inhibitor
Cc1ccc(S(=O)(=O)N2CCc3cc(C(=O)Nc4c(F)cccc4F)ccc32)cc1,-22%
Cc1c(C)c2ccc(OCC(=O)NCCc3ccc(S(N)(=O)=O)cc3)c(C)c2oc1=O,-5%
Cc1cccc(C)c1NC(=O)Cc1c[nH]c2ccccc12,-4%
Cc1cccc(NC(=S)NCCc2ccc(C(F)(F)F)cc2)c1,-2%
Cc1cccc(-c2cc(C(=O)NCCN3CCOCC3)c3ccccc3n2)c1,7%

More results follow.
Values run as follows: UDG counter, AID inhibitor
> O=C(c1cc(F)cc(F)c1)N1CCC(CCc2ccc(O)cc2)CC1
 : 3%, -7%
> O=[N+]([O-])c1cc(N=Cc2cccnc2)cc2ccc3ccccc3c12
 : -3%, -2%
> COCCn1c(C)cc(O)c(C(c2ccccc2)N2CCN(CCO)CC2)c1=O (stereo not drawn)
 : 15%, 4%
> Cc1cccc(C(=O)Nc2ccc(N3CC=C(c4ccccc4C)CC3)c(C(=O)O)c2)c1
 : 1%, -1%
> COc1ccc(C(=O)CCl)cc1Cl
 : 4%, 5%
> O=C(NCc1cccnc1)c1ccccc1Nc1ccccc1
 : 2%, 1%
> O=C1C=Cc2ccccc2/C1=C/N(O)c1ccccc1
 : -15%, 31%[activator]
> CCCCCCc1c(C)c2c(cc(C)c3c(C)coc32)oc1=O
 : 16%, -11%
> COc1ccc(-c2cc(C(F)(F)F)nc(SCC(=O)NC(C)c3ccccc3)n2)cc1 (stereo not drawn)
 : -8%, -1%
> Cc1ccc2c(CSc3nc(N)cc(N)n3)cc(=O)oc2c1
 : -1%, 0%
> COc1ccc(N2CCN(C(=O)CSCc3ccc(C)cc3)CC2)cc1
 : -11%[57.5 µM], -6%
> Cc1oc2c(c1C(=O)NCc1ccccc1F)C1=NCCN1C=N2
 : -3%, 5%
> COc1ccc(NC(=O)CN2CCN(S(=O)(=O)c3ccc(Br)cc3)CC2)cc1
 : -3%, -5%
> CNC(=O)C1(NC(=O)CNC(=O)CC(C)(C)C)CCCCC1
 : 1%, 8%
> CC1=C(C(=O)NCc2ccc(Cl)cc2)C2(CCCCCC2)OC1=O
 : 19%, -12%
> Cc1nc2ccc(C(=O)OC(C)C(=O)NC3CCCC3)cc2nc1C (stereo not drawn)
 : -6%, -7%
> O=C(NCCc1ccccc1)c1cc(-c2ccc(Cl)cc2)on1
 : -17%, 4%
> CCCCN(C(=O)C1CCC(CNS(=O)(=O)c2cccc3nsnc23)CC1)c1ccccc1 (stereo not drawn)
 : -7%[57.5 µM], 0%[57.5 µM]
> O=C(/C=C/c1cccc(Cl)c1Cl)NC(C1CC1)C1CC1
 : -13%, -2%
> COC(=O)NCc1c(C)nn(-c2ccccc2)c1-n1cccc1
 : -8%, -14%
> O=C(NCCC1=CCCCC1)c1ccc2c(c1)N(Cc1ccccc1)C(=O)c1ccccc1S2=O (stereo not drawn)
 : -7%, -13%
> COc1ccc2cnn(CC(=O)N3CCN(c4ccc(F)cc4)CC3)c(=O)c2c1OC
 : 8%, 0%
> Cc1ccc(SCC(=O)NC(C)(C#N)C2CC2)c(C)c1 (stereo not drawn)
 : 5%, 2%
> CCc1ccc(CNCC2CCCO2)cc1 (stereo not drawn)
 : 8%, 1%
> COc1ccc2cc3cc(C(=O)N4CCN(c5cccc(Cl)c5)CC4)sc3nc2c1
 : -6%, 20%
> CC1(C)CC(NC(=S)Nc2cccc(F)c2)CC(C)(C)N1
 : 7%, -8%
> Fc1cccc(-n2ncc3c2ncn2nc(COc4ccc(Cl)cc4)nc32)c1
 : -28%, ?
> CCC(CC)C(=O)Nc1ccc2nc(SCC(=O)N3c4ccccc4CC3C)sc2c1 (stereo not drawn)
 : ?, -9%
> CCOc1cc(C(=O)NCCc2csc3nc(-c4ccccc4F)nn23)cc(OCC)c1OCC
 : 25%, -2%
> Cc1ccc2nc(-c3ccco3)c(Nc3ccc4c(c3)OCCO4)n2c1
 : -3%, 47%[activator]
> COc1cccc(C(=O)Oc2ccc(C)cc2C(=O)/C=C/c2ccc(F)cc2)c1
 : -12%, -18%
> O=C(O)CCCNC(=O)Cn1ccc2c(Br)cccc21
 : 1%, 12%
> COc1ccc(CNC(=O)c2cc(-c3ccc(Cl)cc3)n[nH]2)cc1
 : 2%, 5%
> COc1ccc(-c2nc(NCc3cccc(OC)c3)c3ccccc3n2)cc1
 : -14%, -21%
> Cc1ccccc1-c1nnc(SCC(=O)N(C)c2ccccc2)o1
 : -6%, -12%
> O=S(=O)(Nc1nc2ccccc2nc1N1CCN(c2ncccn2)CC1)c1ccccc1
 : -10%, -20%
> COc1ccc(Nc2cc(C(=O)NCCCN(C)Cc3ccccc3)c3ccccc3n2)cc1OC
 : -11%[57.5 µM], 7%
> CCn1nc(C(=O)OC(C)C(=O)N2CCCc3ccccc32)c2ccccc2c1=O (stereo not drawn)
 : -3%, -14%
> O=C(/C=C/c1ccco1)NCCC1=CCCCC1
 : -1%, -6%
> CC(C)C(NC(=O)c1ccccc1Cl)C(=O)NOCc1ccccc1 (stereo not drawn)
 : -1%, -5%
> CC(C)c1ccc(/C=N/NC(=O)CCc2ccccc2)cc1
 : 2%, -7%
> Fc1ccccc1-c1nc(-c2ccc(Br)cc2)no1
 : -2%, -5%
> CC1CCN(C(=O)c2nn(C)c3c2CCc2sccc2-3)CC1
 : 0%, 0%
> CNC(=O)CNC(=O)c1ccc2[nH]c(C)c(C)c2c1
 : 7%, 8%
> Nc1nccnc1C(=O)NCc1cn2ccccc2n1
 : 10%, 7%
> CC(=O)NC12CC3CC(C1)CC(C(=O)Oc1ccc(-c4ccc(C#N)cc4)cc1)(C3)C2
 : 6%, 7%
> COc1ccc(NC(=O)Cn2nnc3sc4c(c3c2=O)CCCC4)cc1
 : 9%, 10%
> Brc1cccc(-c2nc(-c3ccccc3)no2)c1
 : 4%, 5%
> O=C(NCc1ccc(F)cc1)c1cnc(N2CCOCC2)c2ccccc12
 : ?, -5%
> CCCOc1ccc(/C(O)=C2\C(=O)C(=O)NC2c2ccc(C(C)(C)C)cc2)cc1 (stereo not drawn)
 : -23%, -18%
> O=C(COC(=O)C12CC3CC(CC(C3)C1)C2)Nc1ccc([N+](=O)[O-])cc1C(F)(F)F
 : 6%, -2%
> Cc1cc2ccccc2n1CC(=O)N1CCC(C(=O)O)CC1
 : -4%, 9%
> Cc1ccc(CN2C(=O)CN(C3CCC(C)CC3)C(=O)C2c2ccc(F)cc2)cc1 (stereo not drawn)
 : 8%[57.5 µM], 14%
> COc1ccccc1CNC(=O)CCn1c(=O)c2cccn2c2cccnc21
 : -1%, -2%
> CCc1ccc(C(=O)N2CCCC2)cc1
 : -4%, -1%
> CNc1c(NC(=O)NCC2CCCO2)c(=O)oc2ccccc12 (stereo not drawn)
 : -16%, -7%
> COc1cc(NC(=O)c2cc(S(=O)(=O)N3CCc4ccccc43)cn2C)cc(OC)c1
 : 7%, -1%
> O/N=C/c1ccc(Cl)c(Cl)c1
 : -4%, -8%
> Cc1ccc(C)c(N2CCN(C(=O)c3cccn4c(=O)c5ccccc5nc34)CC2)c1
 : 0%, -11%
> Cn1cnnc1C1CCCN(S(=O)(=O)N2CCCCC2)C1 (stereo not drawn)
 : -6%, -6%

Other structures follow.
Values run as follows: UDG counter, AID inhibitor
> Cc1cccc(CNC(=O)c2ccco2)c1
 : -12%, -13%
> Cc1cc(C)c(/C=C/c2onc(C)c2S(=O)(=O)N2CCC(C(=O)NCc3ccccc3Cl)CC2)c(C)c1
 : -4%, 1%
> C[N+](C)(C)CC#CCCCCC#CC[N+](C)(C)C
 : 10%, 8%
> Cc1cccc(CNC(=O)CN2C(=O)CN(C(=O)NCc3ccccc3)c3ccccc32)c1
 : -1%, -5%
> O=S(=O)(c1ccc(-c2csc(-c3ccc(F)cc3)n2)cc1)N1CCOCC1
 : -9%, -15%
> Cc1ccc2c(c1)sc1nc(=O)n(-c3cccc(Cl)c3)c(=O)n12
 : -6%, 3%
> COC(=O)CN1C(=O)CSc2ccc(S(=O)(=O)Nc3cccc(C)c3)cc21
 : 8%[57.5 µM], 11%
> CCc1ccc(C2c3c(oc4cc(C)c(C)cc4c3=O)C(=O)N2c2nc(C)c(C(=O)OC)s2)cc1 (stereo not drawn)
 : 32%[activator], -1%
> Cc1cn2c(=O)cc(COC(=O)COc3ccc(C)c(C)c3)nc2s1
 : -17%, -1%
> Cc1ccc(NC2=CC(c3ccccc3F)N(c3ccc(C)cc3)C2=O)cc1 (stereo not drawn)
 : -4%, -19%
> CCc1ccc(-n2nc(C)c3c(C)cc(=O)n(Cc4nc(-c5ccccc5)oc4C)c32)cc1
 : 16%, -3%
> COc1ccc(NC(=O)CSc2nnc(-c3nnn(-c4ccc(F)cc4)c3C)o2)cc1
 : 2%, 10%
> CC(=O)c1cccc(NC(=O)CCCN(c2cccc(Cl)c2)S(C)(=O)=O)c1
 : -4%, -1%
> CC(=O)c1ccc(N2CCN(c3ncnc4onc(-c5ccc(Cl)cc5)c34)CC2)cc1
 : -3%, -26%
> CCc1ccc(NC(=O)CN2C(=O)C3(SCC(=O)N3c3ccccc3)c3ccccc32)cc1 (stereo not drawn)
 : -2%, -1%
> COc1cc2c(cc1OC)C(COc1ccc3c(C)cc(=O)oc3c1)N(C(=O)c1ccc(C)c(C)c1)CC2 (stereo not drawn)
 : -6%, 5%
> N#Cc1ccc(C(=O)OCC(=O)c2ccc3c(c2)OCCO3)cc1
 : -5%, 14%
> COc1ccc(N2CCN(C(=O)Nc3ccccc3Cl)CC2)cc1
 : -8%, 4%
> Cc1ccccc1Nc1cc(C(=O)NCc2cccs2)c2ccccc2n1
 : -15%[57.5 µM], -13%
> CCCCn1nc(C(=O)NN2C(=O)NC3(CCCCC3)C2=O)c2ccccc2c1=O
 : 6%, 4%
> Cc1c(NS(=O)(=O)c2ccc(Cl)cc2)c(=O)n(-c2ccccc2)n1C
 : -3%, -11%
> COc1ccc(S(=O)(=O)NCC(c2ccco2)N2CCN(c3ccc(F)cc3)CC2)cc1 (stereo not drawn)
 : 4%[57.5 µM], 13%

This is a subset (hit frequency here may not be typical).
